Jurkat tox 60K: cytotoxicity toward Jurkat cells; Jurkat E6.1 viability, ATP luminescence, 48 h; inhibition, % at 4 µM; 56,000 tested, 1.2% active; AID 463;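 active means inhibition above the mean inhibition of all tested compounds plus 3 SD, cut at about 28% in these data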
HTR1E agonist: activates the human 5-HT1E serotonin receptor | CHO 5-HT1E Ga15 NFAT-bla reporter, FRET; 0% DMSO wells, 100% control agonist wells | activation, % at 6 µM | 65,000 tested, 0.69% active | AID 574;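 active means activation above a set limit, the screen-wide mean activation plus 3 SD, cut at about 8.5% in these data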;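 further: 100% = positive control agonist at 1 µM giving full maximal response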
HER2 expr 66K: inhibitors of human Her2 kinase expression | SKBR-3 HER2 protein level, AlphaScreen, 18-24 h; hits give low values | HER2 level % of control, % at 10 µM | 65,000 tested, 0.69% active | AID 645;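 active means HER2 level under 5% of the carrier-only control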;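 further: 100% = DMSO carrier and 0% = 500 nM PU-H71 HSP90 inhibitor; lower value means stronger loss of Her2 protein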
M1 agonist: activates the M1 muscarinic receptor; CHO-M1 cells, Fluo-4 calcium fluorescence, agonist mode; hits give high values; B-score at 10 µM; 64,000 tested, 3% active;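 active means fluorescence rise, raw or as B-score row- and column-corrected plate score, outside the 99.7% band of its plate's samples, either direction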
5HT1E antag: 5-HT1E (human) receptor antagonism. inhibition, % at 6 µM. P28566. 65,000 tested, 0.99% active. CHO 5-HT1E Ga15 NFAT-bla reporter, FRET, antagonist;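 active means inhibition above a set limit, the mean inhibition across every tested compound plus 3 SD, cut at about 29% in these data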;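 further: signal is the 460 over 535 nm emission ratio of beta-lactamase substrate; 0% = agonist plus DMSO wells and 100% = wells without agonist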
S1P1 ag-PAM: activates or potentiates agonism at human S1P1 receptor; P21453; 56,000 tested, 0.57% active; S1P1 CRE-bla cells, forskolin, beta-lactamase FRET, potentiator mode; S1P1 agonist co-added at EC20, 2 nM; 100% = saturating reference agonist, 0% = basal; activation, % at 9.5 µM;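 active means activation above a cutoff set at the mean activation of all tested compounds plus 3 SD, cut at about 54% in these data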;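 further: forskolin at 4 µM as EC80 and the EC20 agonist is SEW2871; 100% = SEW2871 at its EC100 plus forskolin at EC80; some compounds past the cut are filed as inactive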
M1 antagonist: antagonists of rat M1 muscarinic receptor. P08482. CHO-M1 cells, Fluo-4 calcium, ACh EC80 antagonist mode; hits give low values. B-score at 10 µM. 64,000 tested, 3.4% active;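 active means calcium fluorescence response, raw or row-and-column corrected B-score, differing from the plate sample mean either way at a set confidence level, mostly lower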
Target sequence (P08482 whole entry, looked up): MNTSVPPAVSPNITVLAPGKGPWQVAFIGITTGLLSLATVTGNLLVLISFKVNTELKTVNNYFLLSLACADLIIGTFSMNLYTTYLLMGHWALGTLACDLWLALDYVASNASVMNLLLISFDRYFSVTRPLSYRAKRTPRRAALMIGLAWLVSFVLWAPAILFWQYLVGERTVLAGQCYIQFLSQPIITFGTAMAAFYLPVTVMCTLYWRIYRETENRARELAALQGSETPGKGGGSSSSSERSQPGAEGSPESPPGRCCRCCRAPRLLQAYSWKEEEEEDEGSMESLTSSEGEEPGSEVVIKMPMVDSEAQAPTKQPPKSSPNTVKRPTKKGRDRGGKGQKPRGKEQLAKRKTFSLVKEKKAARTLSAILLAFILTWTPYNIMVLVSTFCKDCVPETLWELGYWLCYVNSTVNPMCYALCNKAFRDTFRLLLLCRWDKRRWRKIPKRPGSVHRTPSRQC
HEK293 NFkB inh: inhibitors of the PMA/ionomycin-induced NF-kB reporter in HEK293 cells; AID 465; inhibition, % at 3 µM; HEK-293 NF-kB luciferase reporter, luminescence; 62,000 tested, 0.21% active;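 active means inhibition above the mean of all tested compounds plus 3 SD, cut at about 40% in these data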;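 further: 0% = stimulated DMSO wells and 100% = 10 µM reference inhibitor 5653914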
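Signal: luciferase luminescence; Material: HEK-293 cells with stable firefly luciferase reporter driven by four HIV NF-kB elements; Probe or stimulus: PMA with ionomycin; Replication: tested once; Times: 1 h compound pretreatment, then 16 h stimulation at 37 °C, 5% CO2; Benchmarks: DMSO and 10 µM reference inhibitor; Evaluation: per-plate % inhibition versus controls.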
S1P3 ag: activates the human S1P3 receptor; Q99500; S1P3 NFAT-BLA reporter cells, agonism, FRET ratio; relative to 1 µM S1P, basal subtracted; activation, % at 4.5 µM; 60,000 tested, 0.1% active; AID 373;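 active means activation above the screen-wide mean plus 3 SD, cut at about 4.5% in these data, passing the limit was not always enough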; further: some compounds called inactive have numbers as strong as hits
Target sequence (Q99500 whole entry, looked up): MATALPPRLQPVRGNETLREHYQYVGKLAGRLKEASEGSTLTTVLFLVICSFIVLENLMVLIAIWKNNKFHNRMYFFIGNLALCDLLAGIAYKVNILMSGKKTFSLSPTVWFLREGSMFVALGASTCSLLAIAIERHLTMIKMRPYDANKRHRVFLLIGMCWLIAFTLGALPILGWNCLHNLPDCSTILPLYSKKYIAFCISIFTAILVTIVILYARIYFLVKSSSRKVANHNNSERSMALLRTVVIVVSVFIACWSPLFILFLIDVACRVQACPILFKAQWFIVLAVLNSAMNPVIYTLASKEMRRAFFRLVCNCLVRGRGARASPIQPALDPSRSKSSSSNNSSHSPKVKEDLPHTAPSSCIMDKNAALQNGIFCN
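Benchmarks: high control 1 µM S1P / System: stable CHO line with human S1P3, Gα16, NFAT-BLA reporter / Dosing: single compound concentration, 4.5 µM final / Timing: 4 h compound at 37 °C, 2 h substrate at RT / Measured by: FRET β-lactamase substrate fluorescence, excitation 405 nm, 460/535 nm emission ratio, background-subtracted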
The depositor's hits bear a star; nt = not tested or not shown.

nr	Structure	Jurkat tox 60K	HTR1E agonist	HER2 expr 66K	M1 agonist	5HT1E antag
1	c1ccc(-c2noc(-c3ccc4ccccc4c3)n2)nc1	13	-0.9	62	0.066	4
2	COCCn1c(CN(C)Cc2ccccc2)nc2c1c(=O)n(C)c(=O)n2C	3	0.3	104	0.28	1
3	FC(F)Sc1ccc(Nc2ncnc3nc[nH]c23)cc1	nt	0.0	95	0.4	0
4	Cc1cccc(-n2c(N)cc(=O)nc2SC(C)C(=O)NC2CCCCC2)c1 (centres undefined)	-1	0.2	93	0.052	-3
5	COc1ccc(-c2cc(O)cc(O)c2)cc1	-6	-0.6	140	-0.9	12
6	COC(=O)c1oc2ccc(Br)cc2c1NC(=O)CN1CCN(C)CC1	-6	-0.7	113	0.0052	8
7	CCOC(=O)CCc1nn(C)c(=O)c2ccccc12	nt	-0.1	98	-1.5	40*
8	Cc1cccc(S(=O)(=O)C(C#N)c2nc3ccccc3nc2N2CCCC2)c1 (centres undefined)	-3	1.0	53	6*	-6

nr	S1P1 ag-PAM	M1 antagonist	HEK293 NFkB inh	S1P3 ag
1	43	-0.44	75*	-1.2
2	-14	0.14	7	0.2
3	nt	-1.3	-8	nt
4	7	0.0049	12	-0.1
5	nt	-0.19	6	-1.0
6	19	-0.34	10	-0.2
7	nt	-1.6	4	nt
8	0	0.3	8	-1.6

Carrying on.
nr	Structure	Jurkat tox 60K	HTR1E agonist	HER2 expr 66K	M1 agonist	5HT1E antag
9	COCCNC(=O)Cn1cnc2ccc(S(=O)(=O)N3CCC(C)CC3)cc2c1=O	-12	0.4	96	1.3	-6
10	CC1CCCCN1S(=O)(=O)c1ccc2c(c1)CCN2C(=O)C1CCC1 (centres undefined)	3	0.7	121	-0.68	12
11	CCOC(=O)c1nc(-c2ccccc2)oc1N(C)C	10	1.3	87	0.32	8
12	O=C(CC(NS(=O)(=O)c1ccc(Cl)cc1)c1ccco1)NC1CCCC1 (centres undefined)	-3	0.1	100	nt	-4
13	CCSCCNC(=O)c1cc(-n2cnnc2)ccc1Cl	11	-0.5	97	1	5
14	Cc1cccc(OCc2nnc(SCc3nc4cc(C(F)(F)F)ccc4c(=O)[nH]3)o2)c1	-2	-0.2	60	-0.14	-9
15	COc1ccc(-c2nc3c(c(SCC(=O)N4CCOCC4)n2)COC(C)(C)C3)cc1	nt	0.2	106	-0.16	5
16	O=c1oc2ccccc2cc1-c1nnc(-c2cccc(Br)c2)o1	0	-0.6	96	0.16	7

nr	S1P1 ag-PAM	M1 antagonist	HEK293 NFkB inh	S1P3 ag
9	-24	0.48	6	-0.1
10	-32	0.64	3	-1.3
11	-6	0.57	7	-1.0
12	-4	nt	14	-1.3
13	0	0.63	19	-1.4
14	1	-0.74	8	0.2
15	nt	-0.33	1	nt
16	1	-0.13	6	-0.3

Continuation.
nr	Structure	Jurkat tox 60K	HTR1E agonist	HER2 expr 66K	M1 agonist	5HT1E antag
17	CC(=O)N1CSCC1C(=O)N1CCN(c2ccc(N3CCOCC3)nn2)CC1 (centres undefined)	6	0.5	109	-0.6	16
18	CC(=O)c1ccc(OCC(O)CN2CCN(Cc3ccc4c(c3)OCO4)CC2)cc1 (centres undefined)	-4	0.7	100	-0.8	-7
19	O=C(C1CCCN1S(=O)(=O)c1ccc(Cl)c(Cl)c1)N1CCCCC1 (centres undefined)	-2	-0.6	78	-0.83	-4
20	Cc1nnc(NCc2ccncc2)c2ccccc12	2	0.9	97	1	-5
21	CCOC(=O)C1C(=O)NC(N2CCCCC2)=NC1c1ccco1 (centres undefined)	3	0.5	97	2	-7
22	O=c1[nH]c2ccc(S(=O)(=O)N3CCN(C4CCCCC4)CC3)cc2[nH]c1=O	-13	-0.3	79	0.015	-6
23	O=C(Cc1ccc(Cl)cc1)NCCN1CCCC1	-9	0.0	113	-0.68	-3
24	COc1ccc(C2=NOC(C(=O)NCC(C)C)C2)cc1 (centres undefined)	4	0.3	189	-0.5	-4

nr	S1P1 ag-PAM	M1 antagonist	HEK293 NFkB inh	S1P3 ag
17	4	0.64	13	-0.7
18	4	-0.22	-6	1.0
19	-7	0.12	17	-0.1
20	-8	0.58	23	-0.7
21	6	-0.15	5	-0.7
22	-1	0.19	12	-0.4
23	-1	-0.2	6	-0.2
24	0	0.0043	-3	0.5

A few values from the entries so far:
no. 22 in Jurkat tox 60K has -13
no. 23 in S1P3 ag has -0.2
no. 21 in M1 agonist has 2

More records.
nr	Structure	Jurkat tox 60K	HTR1E agonist	HER2 expr 66K	M1 agonist	5HT1E antag
25	COC(=O)COC(=O)c1ccc(-n2nnnc2SC)cc1	4	-0.2	99	0.037	-10
26	O=C(CCCN1C(=O)CCC1=O)Nc1ccc(Cl)c(C(F)(F)F)c1	10	-0.4	101	-1.4	7
27	Cc1c(C(=O)Nc2ccncc2)sc2nc(-c3ccccc3)cn12	20	1.3	88	2.6	2
28	O=C(Nc1ccc2c(c1)nc1n2CCSC1)c1ccccc1	8	-0.5	80	-0.58	14
29	CCN1C(=O)N(C)C2(c3ccccc3)N(C)C(=O)N(C)C12c1ccccc1 (centres undefined)	2	0.5	70	0.0097	-3
30	CCCCCC(=O)Nc1ccc(N2CCN(C(=O)c3ccccc3)CC2)cc1	-9	-0.1	109	0.066	6
31	CCOC(=O)CSC1=C(C#N)C(c2ccco2)C(C(=O)Nc2cccc(C(F)(F)F)c2)=C(C)N1 (centres undefined)	0	0.1	62	-0.37	-17
32	Cc1cc(C)nc(-n2nc(C)c3c(C(F)F)cc(C)nc32)n1	-10	-0.4	88	1	-5

nr	S1P1 ag-PAM	M1 antagonist	HEK293 NFkB inh	S1P3 ag
25	-6	-0.34	8	0.0
26	15	0.22	11	-1.1
27	49	0.32	13	-0.6
28	1	0.5	-6	-1.4
29	-2	0.037	3	1.0
30	5	1.1	7	-1.6
31	4	-0.17	10	0.4
32	-14	0.53	6	0.6

(list continues)
nr	Structure	Jurkat tox 60K	HTR1E agonist	HER2 expr 66K	M1 agonist	5HT1E antag
33	O=C(C1CCN(c2nnc(-n3cccc3)s2)CC1)N1CCN(Cc2ccc3c(c2)OCO3)CC1	22	0.5	93	-2.6*	6
34	CC1(C)CC(=O)C(C=NCCN2CCOCC2)=C(O)C1	-1	0.8	111	-0.61	0
35	Cc1c(C(=O)NCCN2CCOCC2)oc2ccccc12	-3	-0.3	98	0.025	-5
36	CCCC(=O)NC(C)C(c1cccs1)N1CCN(C)CC1 (centres undefined)	-3	0.5	65	-0.62	11
37	COc1cccc(Cn2c(N)c(C#N)c3nc4ccccc4nc32)c1OC	4	3.5	80	-0.92	33*
38	CCc1cc(C(=O)OC)c(NC(=O)CCC(=O)O)s1	-1	-0.1	94	0.42	0
39	Cc1cc(C)n(C2=NS(=O)(=O)c3ccccc32)n1	0	-0.3	103	-0.031	-5
40	Cc1ccc(CN2C(=O)CCC2C(=O)NCCCN2CCC(C)CC2)cc1 (centres undefined)	-2	-1.0	86	-0.45	-4

nr	S1P1 ag-PAM	M1 antagonist	HEK293 NFkB inh	S1P3 ag
33	3	-1.3	13	0.5
34	-31	0.21	10	-1.3
35	9	-0.38	6	-1.1
36	14	-0.69	9	-0.2
37	-54	0.029	11	2.2
38	12	-0.16	14	-0.5
39	-6	1.3	3	0.1
40	-11	-0.18	5	-0.5

Brought forward from above: two compounds, then new ones.
nr	Structure	Jurkat tox 60K	HTR1E agonist	HER2 expr 66K	M1 agonist	5HT1E antag
39	Cc1cc(C)n(C2=NS(=O)(=O)c3ccccc32)n1	0	-0.3	103	-0.031	-5
40	Cc1ccc(CN2C(=O)CCC2C(=O)NCCCN2CCC(C)CC2)cc1 (centres undefined)	-2	-1.0	86	-0.45	-4
41	O=C(CSc1nnc(CNC(=O)c2ccccc2F)o1)c1ccc(Cl)cc1	nt	-0.4	108	-0.12	-3
42	CCOC(=O)Nc1sc(NS(=O)(=O)c2ccccc2)nc1C	-2	-0.1	119	0.54	6
43	CCCC(c1nnnn1Cc1ccco1)N1CCN(C2CCCC2)CC1 (centres undefined)	7	-0.3	90	-0.44	-6
44	CCCOc1ccc(C(=O)N2CCN(c3ccc(NC(=O)CC)cc3Cl)CC2)cc1	-3	-0.6	57	2.4	-1
45	CCOC(=O)Cc1csc(NS(=O)(=O)c2ccc3c4c(cccc24)C(=O)N3CC)n1	2	-0.1	102	2.1	-6
46	CCN(CC)C(=O)C1CC(c2ccc(OC)cc2)=NO1 (centres undefined)	3	0.2	101	0.78	-11
47	COCCCNC(=O)c1cccc(C(=O)NCCCOC)c1	1	1.0	72	0.073	7
48	O=C(CN1C(=O)c2ccccc2C1=O)N1CCOCC1	-9	1.9	100	0.76	-18

nr	S1P1 ag-PAM	M1 antagonist	HEK293 NFkB inh	S1P3 ag
39	-6	1.3	3	0.1
40	-11	-0.18	5	-0.5
41	nt	-0.82	14	nt
42	-24	0.12	3	-0.8
43	4	-0.44	11	0.1
44	25	1.6	18	-0.6
45	-29	1.2	6	-0.5
46	8	0.45	-2	1.0
47	-24	0.13	10	-1.5
48	-6	1.3	-5	1.3

Further entries follow:
nr	Structure	Jurkat tox 60K	HTR1E agonist	HER2 expr 66K	M1 agonist	5HT1E antag
49	Cc1ccnc(N(C(=O)c2cccs2)C(=O)c2cccs2)c1	5	-0.4	88	1.6	13
50	CCc1nc(NCC2CCCN2CC)c2nnn(Cc3ccccc3F)c2n1 (centres undefined)	-8	1.9	80	1.5	5
51	CC1(C)CC2(CCO1)OC(=O)CC2C(=O)NCCc1ccccc1 (centres undefined)	0	-0.6	95	1.2	-1
52	CN1C(=O)C(C(=O)NC(C)(C)C)C2c3ccccc3OC13CCCCC23 (centres undefined)	6	0.3	-30*	0.092	-2
53	O=C(NC1CC1)C1CCCN(C(=O)Nc2ccc(F)cc2)C1 (centres undefined)	13	-0.5	89	nt	12
54	CCOc1ccc(NC(=O)c2cnsn2)cc1	9	-0.6	68	-0.12	-1
55	CC1CC(C)CN(CCCNC(=O)Cn2ncc3c(=O)oc4ccccc4c32)C1 (centres undefined)	1	0.6	83	0.039	-7
56	CCN(CC)C(=O)CSc1nc(O)cc(=O)n1CC	-2	0.1	86	-0.33	2

nr	S1P1 ag-PAM	M1 antagonist	HEK293 NFkB inh	S1P3 ag
49	nt	-0.012	-12	4.4
50	-5	-2.1	11	0.2
51	-10	0.54	8	0.2
52	5	-0.44	24	-0.5
53	-12	nt	16	-0.5
54	-11	-0.066	-18	-1.6
55	-3	-0.19	17	-0.5
56	-11	-0.16	2	-1.0

The list goes on:
nr	Structure	Jurkat tox 60K	HTR1E agonist	HER2 expr 66K	M1 agonist	5HT1E antag
57	C/C(N)=C(/C#N)C(=O)CSc1nc2ccc(C)cc2[nH]1	-3	-0.5	92	-0.86	-7
58	COc1cc(C(=O)Nc2cccc(-c3nncn3C)c2)cc(OC)c1OC	10	0.2	105	0.89	10
59	C=CCc1cccc(CNc2c(C)n(C)n(-c3ccccc3)c2=O)c1O	0	0.5	100	1.2	9
60	OC1(c2cccc(F)c2)CCN(Cc2ccncc2)CC1	-9	-0.6	69	-0.19	1

nr	S1P1 ag-PAM	M1 antagonist	HEK293 NFkB inh	S1P3 ag
57	-6	-0.084	-60	0.0
58	-4	1.2	17	-1.4
59	-5	-1.2	-3	-1.1
60	6	-0.44	6	-1.2

Compound activity (PubChem)
